Source: PubChem
SUMO Mot1 rescue: blocks SUMOylation pathway, rescuing yeast Mot1-301 growth; S. cerevisiae Mot1-301 growth rescue, ATP luminescence, 38.5C; percent above DMSO median, 100 means doubled; growth rescue, % at 18.8 µM; 320,000 compounds, 1% hits; AID 2716;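 active = every valid replicate shows activation above 250% relative to neutral control wells; inactive = the rest, any valid replicate at or below 250%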;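 note: OY570 slx delta 5 strain wells were the positive control but not used for scaling; some compounds called inactive have numbers as strong as hits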
PvdQ inh: blocks Pseudomonas aeruginosa PvdQ acylase activity; purified PvdQ acylase, fluorescence plate reader; inhibition, % at 10 µM; 340,000 compounds, 0.063% hits; in the data active = inhibition above about 30%, passing the limit was not always enough;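 note: 0% = vehicle neutral wells and 100% = reference inhibitor wells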
CDK5 p35 inh: blocks human CDK5/p35 kinase activity; Q00535+Q15078; 330,000 compounds, 0.01% hits; Recombinant CDK5/p35, ADP-Glo luminescence, 60 min; inhibition, % at 10 µM;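 active = highest replicate inhibition of at least 50% and at least 75% of replicates reaching 50%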;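 note: plate controls were DMSO neutral control for no effect and GW8510 at 10 µM for full effect; many of its hits are not listed in these tables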
NSD2 inh: NSD2 (human) methyltransferase inhibition | NSD2 peptide methylation, AlphaScreen, 120 min | AID 743445 | inhibition, % at 12.5 µM | 310,000 compounds, 0.54% hits | O96028; in the data active = inhibition above about 50%
Cardiac RTF inh: cardiac RTF calcium desensitization | AID 493244 | inhibition, % at 7.15 µM | IANBD-labeled cardiac RTF, Ca2+ fluorescence | P19429+P45379 | 340,000 compounds, 0.12% hits;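 active = inhibition above the mean inhibition of all tested compounds plus 3 SD, cut at about 17% in these data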;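 note: assay run at fixed EC70 calcium of 1.6 mM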
Rtt109 HAT inh: C. albicans Rtt109 histone acetyltransferase inhibition | Q5AAJ8 | purified Rtt109/Vps75, ThioGlo CoA-SH fluorescence, 4 h | inhibition, % at 34.9 µM | 330,000 compounds, 0.16% hits;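 active = inhibition of at least 50% in every replicate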
C-LANA FP: blocks KSHV LANA C-terminal domain binding to DNA. MBP-C-LANA/FAM-LBS DNA binding, fluorescence polarization. inhibition, % at 9 µM. 340,000 compounds, 0.078% hits;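 active = highest replicate inhibition at or above 60% at 9 µM, even if other replicates fall short; inactive = all replicates below 60% inhibition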;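 note: 0% = neutral control wells and 100% = 4 µM acridine orange control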
RTF Ca sens act: increases calcium sensitivity of human cardiac regulated thin filaments | P19429+P45379 | IANBD-labeled TnC RTF fluorescence at EC20 calcium; 0% EC20 calcium, 100% full calcium | activation, % at 7.2 µM | 340,000 compounds, 0.24% hits;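 active = activation above the mean over all tested compounds plus 3 SD, cut at about 30% in these data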;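 note: rise in fluorescence read as greater calcium sensitivity of cardiac thin filaments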
PfHsp90 yeast 2: inhibits growth of yeast expressing Plasmodium falciparum Hsp90; S. cerevisiae expressing PfHsp90, BacTiter-Glo ATP, 48 h; yeast lacking PDR1 and PDR3 efflux regulators; inhibition, % at 9.4 µM; 310,000 compounds, 0.32% hits;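 active = every replicate shows inhibition above about 80%, whatever the replicate mean, limit read from the data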;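 note: 0% = DMSO neutral controls and 100% = 20 µM radicicol positive controls; yeast relying on Plasmodium falciparum Hsp90 in place of its own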
dFosB activator: activators of mouse delta FosB homodimer. 340,000 compounds, 0.99% hits. purified delta FosB, TAMRA-CDK5 oligo fluorescence polarization; percent of positive-control signal above neutral wells. P13346. activation, % at 25 µM;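 active = mean activation above about 17%, with every replicate also reaching it, limit read from the data, passing the limit was not always enough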;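 note: fluorescence polarization rise as delta FosB binds a TAMRA Cdk5 AP-1 oligo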
Target sequence (P13346 whole entry, looked up): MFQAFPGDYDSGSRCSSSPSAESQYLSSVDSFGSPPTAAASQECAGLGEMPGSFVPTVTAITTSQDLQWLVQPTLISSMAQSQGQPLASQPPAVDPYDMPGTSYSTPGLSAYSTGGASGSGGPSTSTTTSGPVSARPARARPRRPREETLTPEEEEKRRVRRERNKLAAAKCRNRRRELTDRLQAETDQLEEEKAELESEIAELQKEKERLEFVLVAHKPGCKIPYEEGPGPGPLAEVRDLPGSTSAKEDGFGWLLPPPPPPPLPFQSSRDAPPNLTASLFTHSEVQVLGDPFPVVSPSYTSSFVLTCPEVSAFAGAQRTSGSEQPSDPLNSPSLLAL
Keap1-Nrf2 PPI: Keap1-Nrf2 (human) interaction inhibition | 340,000 compounds, 0.15% hits | Keap1 Kelch-Nrf2 peptide fluorescence polarization, 1536-well | AID 504523 | inhibition, % at 9.4 µM | Q14145; in the data active = inhibition above about 12%;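 note: human Keap1 Kelch domain with fluorescein labeled Nrf2 9mer peptide probe; 0% = neutral control wells and 100% = peptide positive control; higher means more block of Keap1 binding to Nrf2 peptide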
Target sequence (Q14145 whole entry, looked up, the tested form may be a part): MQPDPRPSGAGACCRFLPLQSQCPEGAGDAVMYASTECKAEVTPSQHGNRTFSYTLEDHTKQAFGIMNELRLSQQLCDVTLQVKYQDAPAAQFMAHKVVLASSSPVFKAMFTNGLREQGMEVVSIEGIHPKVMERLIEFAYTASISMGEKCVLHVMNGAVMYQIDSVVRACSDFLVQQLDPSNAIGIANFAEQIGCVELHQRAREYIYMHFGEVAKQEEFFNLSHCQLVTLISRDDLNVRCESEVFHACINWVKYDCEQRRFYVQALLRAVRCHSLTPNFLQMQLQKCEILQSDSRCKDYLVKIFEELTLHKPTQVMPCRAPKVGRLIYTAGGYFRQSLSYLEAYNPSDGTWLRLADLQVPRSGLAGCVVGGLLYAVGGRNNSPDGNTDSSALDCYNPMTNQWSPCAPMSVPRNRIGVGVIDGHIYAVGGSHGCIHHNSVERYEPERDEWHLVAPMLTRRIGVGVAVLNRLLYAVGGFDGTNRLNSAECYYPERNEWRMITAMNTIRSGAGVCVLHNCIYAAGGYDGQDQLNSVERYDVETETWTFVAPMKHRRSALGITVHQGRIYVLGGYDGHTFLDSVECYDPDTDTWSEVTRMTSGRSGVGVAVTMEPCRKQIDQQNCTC
* marks the source's active call; other numbers are inactive results; nt = not tested or not shown.

SMILES	SUMO Mot1 rescue	PvdQ inh	CDK5 p35 inh	NSD2 inh	Cardiac RTF inh	Rtt109 HAT inh	C-LANA FP	RTF Ca sens act	PfHsp90 yeast 2	dFosB activator	Keap1-Nrf2 PPI
COc1cc(OC)cc(C(=O)NNC(=O)CNC(=O)c2ccc(Br)o2)c1	-15	-8	-1.2	-2	2	0	-1.5	-6	13	0	4
CC1(C)Oc2ccc3ccc(=O)oc3c2C(/C=N/O)=C1Cl	19	-18	0.8	1	0	-6	-2.2	11	11	-1	-2
CN(C(=O)C(C)(C)C)c1ccc(OCC(=O)N2CCc3ccccc3C2)cc1	7	-7	-0.5	7	-2	9	-1.8	-3	-23	-10	-2
COc1ccc(-c2cn(-c3cccc(C)c3)c(=O)[nH]2)cc1OC	194	8	1.7	nt	-3	2	1.3	-2	-6	-9	0
COc1ccc(NC(=O)c2ccc(C(=O)Nc3ccc(OC)cc3OC)cc2)c(OC)c1	-12	-5	-0.5	0	5	-9	2.0	1	0	-3	0
CCCCONc1ncnc2nonc12	-11	-8	2.7	-5	5	0	-0.6	12	4	-5	0
CC(=O)NC(=S)Nc1cccc2c(C)cc(C)nc12	-3	11	1.7	-2	-16	nt	0.4	-2	2	-6	-5
CN(CC(=O)N1CC=C(c2ccccc2)CC1)S(=O)(=O)c1ccc2c(c1)c(=O)n(C)c(=O)n2C	2	10	-1.6	nt	-4	1	1.6	-2	-4	-1	2
O=C(NCc1ccccc1)C(=O)c1cn(CC(=O)N2CCOCC2)c2ccccc12	15	-6	-1.6	5	-7	-5	-1.2	-8	5	-3	0
Cc1cc(C)cc(NC(=O)Nc2ccc(N3CCCCC3)cc2)c1	-6	-13	0.5	17	nt	6	0.1	nt	10	5	-2
CCN(CC(=O)NCc1ccc(F)cc1)C(=O)c1cccc(S(=O)(=O)N(C)c2ccc(OC)cc2)c1	nt	-13	-1.0	0	-6	6	-1.0	4	nt	-9	-1
O=C(Nc1ccc(-c2csc(Nc3ccc(Cl)cc3)n2)cc1)c1ccccc1	-1	-5	-1.4	nt	-13	-11	0.5	-8	-29	3	0
O=c1cnn(Cc2c(Cl)cccc2Cl)c2ccccc12	5	1	0.3	-3	2	-8	-0.8	-3	-2	-6	5
COc1ccccc1NC(CC(=O)c1ccccc1)C(=O)OCC(=O)c1ccc(F)cc1 (stereo not given)	-19	-6	0.1	-2	-2	-1	2.1	1	0	-2	2
COc1ccc(CCN(Cc2nc3ccccc3c(=O)[nH]2)C(=O)c2ccco2)cc1	950	10	0.4	9	-6	-3	0.1	1	-2	-7	1
Cc1ccc(CS(=O)(=O)Cc2ccc(C(=O)NCCCN3CC(C)CC(C)C3)o2)cc1 (stereo not given)	9	3	-0.6	13	-11	0	0.9	-8	5	-6	0
COc1ccc(CN(C)C(=O)c2cnc(C)cn2)c(OC)c1OC	-24	5	1.5	-4	2	6	0.8	2	1	0	1
CCOc1ccc(-c2cc(CCCC(=O)NCCCOC)no2)cc1	-17	-7	-1.3	1	1	5	-0.6	-6	nt	-6	-1
Cc1ccccc1NCN1C(=O)C2C3C=CC(C3)C2C1=O (stereo not given)	0	1	-1.5	1	-1	6	-0.3	-7	14	4	1
COc1cccc(C(=O)NNC(=O)C(=O)Nc2cccc(Cl)c2C)c1	17	-4	-8.6	6	-6	0	-0.9	-1	-23	-3	-6
COC1OC2COC(c3ccccc3)OC2C(OC(C)=O)C1OC(C)=O (stereo not given)	nt	-3	-2.6	-2	-9	0	1.3	-3	0	1	5
COc1ccc(C(=O)C2CCCN(C(=O)c3ccc4nccnc4c3)C2)c(C)c1 (stereo not given)	223	-7	-9.6	-4	0	3	0.1	8	2	-3	-8
C#CCOc1ccc(CNC[C@H]2O[C@@H](n3cnc4c(N)ncnc43)[C@H](O)[C@@H]2O)cc1	-21	-6	0.0	nt	-2	-10	-1.5	-5	4	-6	3
O=C1c2ccccc2C(O)N1Cc1ccccc1 (stereo not given)	-1	-7	-0.3	-1	-8	-4	1.1	-2	4	11	1
CCOC(=O)C(NCc1ccco1)(NC(=O)c1ccccc1)C(F)(F)F (stereo not given)	-5	-15	2.3	-4	-19	7	0.6	-2	23	3	-2

(next part)
SMILES	SUMO Mot1 rescue	PvdQ inh	CDK5 p35 inh	NSD2 inh	Cardiac RTF inh	Rtt109 HAT inh	C-LANA FP	RTF Ca sens act	PfHsp90 yeast 2	dFosB activator	Keap1-Nrf2 PPI
CCOC(=O)c1c2c(n(Cc3ccccc3)c1C)C(=O)C(=O)c1ccccc1-2	nt	-19	0.4	63*	-1	1	nt	-2	2	-1	2
CC(C)Cc1nnc(NC(=O)c2ccc3c(c2)OCCO3)s1	2	5	-0.1	-1	0	8	-0.5	-4	5	-18	4
CCN(CC(=O)Nc1ccc(OC)cc1)C(=O)c1ccc2c(c1)NC(=O)C(C)S2 (stereo not given)	-9	-13	-1.3	1	-7	6	-1.1	-3	3	1	-6
CCOc1ccc(-n2c(-c3ccccc3)nnc2-c2ccccc2)cc1	-11	-24	-2.2	0	-4	-3	-0.1	2	-12	-12	-1
Cc1ccc(C2(C)NC(=O)N(CC(=O)N(Cc3ccccc3)C(C)(C)C)C2=O)cc1 (stereo not given)	7	-6	0.4	5	-1	6	-1.0	-9	-7	-12	2
CCC(CC)C(=O)Nc1nnc(CCc2ccccc2)s1	2	-1	0.6	-1	1	22	-0.9	2	2	-10	-2
O=C(Nc1cc([N+](=O)[O-])ccc1N1CCOCC1)c1ccco1	nt	-14	3.0	nt	-18	-11	-1.9	2	-30	-2	-3
CCCCn1c(SCC(=O)O)nc2ccccc21	13	10	1.0	-1	-5	4	2.4	-5	-8	-3	-2
COCCCN1CN(S(=O)(=O)c2ccc(Cl)cc2)c2nc3ccccc3nc21	9	-2	-0.3	3	-21	-2	3.2	6	7	2	-3
CCN(Cc1ccccc1)S(=O)(=O)c1ccc(C(=O)N(CCCN(C)C)c2nc3c(C)c(C)ccc3s2)cc1	191	0	0.8	0	-2	2	-2.1	-1	14	-20	1
Cc1ccc(C)c(CSCc2nc3ccccc3[nH]2)c1	-12	-10	0.2	4	-11	-6	0.5	-3	-8	-15	2
COc1ccc(NC(=O)Nc2ccc(F)cc2)cn1	-2	2	-0.2	-1	-6	2	-0.2	-2	7	2	-4
Cc1cccc(CC(C)NC(=O)c2cc(COc3ccc(F)cc3F)on2)n1 (stereo not given)	16	-5	-1.1	3	4	-13	-1.6	-5	0	-6	0
C=CCN(C(=O)Cn1nnc2ccccc21)C(C(=O)NCCOC)c1ccc(OC)cc1OC (stereo not given)	-12	4	-1.9	nt	-4	3	0.8	-9	12	-2	0
Cc1ccc2nc(C)cc(Nc3ccc4c(c3)OCCO4)c2c1	77	12	0.1	-3	-12	-3	-3.3	1	15	31*	-2
CC(=O)Oc1cccc(C2C3=C(CC(C)(C)CC3=O)Nc3ccccc3N2C(C)=O)c1 (stereo not given)	73	1	1.9	-1	-3	-6	0.7	8	-3	2	-1
CSCCC(NS(=O)(=O)c1ccc2[nH]c(=O)c(=O)[nH]c2c1)C(=O)O (stereo not given)	2	0	0.3	-4	-3	4	1.9	4	18	1	-2
Cc1nn(-c2ccccc2)c(C)c1/C=N\N1CCN(c2ccc(Cl)cc2)CC1	23	-8	-1.5	0	2	5	-0.8	-4	-8	-2	0
COc1ccc(C(=O)N/C(=C\c2cn(S(=O)(=O)N(C)C)c3ccccc23)C(=O)NC(C)C)cc1	2	-11	1.9	-1	-6	-15	-0.6	2	-5	0	3
O=C1/C(=C/c2ccc3c(c2)OCO3)CCC/C1=C\c1ccc2c(c1)OCO2	-23	9	1.5	0	-6	0	-0.1	1	0	-9	-4
COc1ccc(C(=O)COC(=O)CNC(=O)c2ccc(C)s2)c(OC)c1	14	-8	-0.2	4	-4	-1	1.5	0	-34	-10	-1
CN(CC(=O)Nc1ccc(S(=O)(=O)N2CCOCC2)cc1)Cc1ccc(F)cc1	0	-13	0.0	-1	-8	-8	0.4	-2	8	-12	-7
COc1ccc(/C=C/C(=O)NC(=S)N2CCOCC2)cc1	1	-8	0.8	-4	-13	-6	-0.2	2	-27	-3	4
CS(=O)(=O)c1cccc(C(=O)N(CCc2ccccc2)Cc2cccs2)c1	245	-13	-3.9	1	-5	7	-0.9	-3	9	-4	-6
O=C(Nc1ccc2cn[nH]c2c1)c1ccccc1F	nt	-8	2.0	-3	-3	-4	-0.4	4	10	0	-3

Remaining list, next part.
SMILES	SUMO Mot1 rescue	PvdQ inh	CDK5 p35 inh	NSD2 inh	Cardiac RTF inh	Rtt109 HAT inh	C-LANA FP	RTF Ca sens act	PfHsp90 yeast 2	dFosB activator	Keap1-Nrf2 PPI
CCOC(=O)C1=C(c2ccccc2)N=C2SCC(=O)N2C1c1ccc(O)c(OC)c1 (stereo not given)	8	-1	-1.3	10	-2	nt	-1.1	7	-1	-6	-4
CCOC(=O)C1CCN(C(=O)COc2ccc(S(=O)(=O)NC(C)C)cc2Cl)CC1	175	-11	0.3	0	-11	1	-1.5	-2	10	-10	4
COC(=O)CCC(=O)OC1(C)C(=O)C=C2C=C(C3CC3)N(CCc3ccccn3)C=C2C1=O (stereo not given)	0	13	-0.1	nt	-5	6	2.7	2	7	4	-1
CC1CC(C)CN(CCCNC(=O)c2ccc(CS(=O)(=O)Cc3ccccc3F)o2)C1 (stereo not given)	28	4	-4.0	3	-4	-7	1.2	-9	-17	-7	1
O=C1CCCC2=C1C(c1cccs1)Nc1ccccc1N2 (stereo not given)	8	6	1.2	7	-11	-1	0.8	-2	-3	3	3
O=C(Nc1ccc2c(c1)OCCO2)C1CCCN(S(=O)(=O)c2cccc3nsnc23)C1 (stereo not given)	20	9	11	1	-2	11	-0.4	4	8	-6	-4
O=C(N/N=C/c1cccs1)[C@H]1C[C@@H]1c1ccccc1	-3	15	0.1	2	2	1	-0.7	-4	-8	-10	3
CCCCN1C(=O)c2ccc(C(=O)Nc3ccc(C)c(S(=O)(=O)N(C)C)c3)cc2C1=O	-4	1	0.1	-1	-3	6	-0.4	8	nt	-2	0
CC(C)N(CCNCc1nnc(-c2ccccc2)o1)C(C)C	13	-5	0.6	-7	-5	-11	0.0	3	-47	-5	-1
CC(C)(C)c1ccc(C(=O)NC(=S)Nc2ccc(N3CCOCC3)cc2)cc1	16	-15	-0.1	3	-18	8	2.3	19	-21	-6	-4
c1ccc(-c2cc(-c3nc4ccccc4[nH]3)c3ccccc3n2)cc1	3	4	1.0	-1	6	10	-1.4	3	-2	-17	-7
C[C@H](NC(=O)[C@@H]1CSC2c3ccccc3C(=O)N21)C(=O)NCCc1ccc(F)cc1 (stereo not given in full)	9	-20	-2.2	-4	-1	9	0.2	1	0	-4	-9

2 compounds drawn at random from the list so far, as already listed:
SMILES	SUMO Mot1 rescue	PvdQ inh	CDK5 p35 inh	NSD2 inh	Cardiac RTF inh	Rtt109 HAT inh	C-LANA FP	RTF Ca sens act	PfHsp90 yeast 2	dFosB activator	Keap1-Nrf2 PPI
O=C(N/N=C/c1cccs1)[C@H]1C[C@@H]1c1ccccc1	-3	15	0.1	2	2	1	-0.7	-4	-8	-10	3
O=C(Nc1ccc2c(c1)OCCO2)C1CCCN(S(=O)(=O)c2cccc3nsnc23)C1 (stereo not given)	20	9	11	1	-2	11	-0.4	4	8	-6	-4
